C8 TRAIL sens: sensitizes caspase-8 expressing cells to TRAIL. inhibition (viability loss, TRAIL sensitization), % at 10 µM. hit rate 1% among 360,000. NB7+C8 cells + TRAIL, ATPlite viability luminescence;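 active means compounds causing at least 50% loss of cell viability in the single-dose screen, relative to plate controls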
NR2E3 ag-1: NR2E3 (human) agonism; Q9Y5X4; GST-NR2E3/biotin-RetCOR TR-FRET, 1536-well; inhibition of corepressor binding, % at 4.78 µM; hit rate 0.12% among 320,000; AID 2300;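 active means percent inhibition above the cutoff of mean plus 3 SD of all tested compounds, set per screening campaign, cut at about 20% in these data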;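 further: 0% = DMSO wells and 100% = biotin wells as full block of FRET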
Target sequence (Q9Y5X4 whole entry, looked up): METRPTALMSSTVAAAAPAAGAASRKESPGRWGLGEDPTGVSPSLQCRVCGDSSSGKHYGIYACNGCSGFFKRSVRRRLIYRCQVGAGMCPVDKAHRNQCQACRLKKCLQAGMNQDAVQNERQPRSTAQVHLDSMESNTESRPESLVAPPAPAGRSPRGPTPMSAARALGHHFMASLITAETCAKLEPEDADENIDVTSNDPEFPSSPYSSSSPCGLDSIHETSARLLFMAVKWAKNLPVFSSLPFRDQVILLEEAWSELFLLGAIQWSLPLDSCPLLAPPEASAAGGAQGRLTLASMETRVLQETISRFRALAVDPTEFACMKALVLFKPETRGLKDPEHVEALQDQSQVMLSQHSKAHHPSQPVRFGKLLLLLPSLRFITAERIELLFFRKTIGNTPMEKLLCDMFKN
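Format: 1536-well format; test system: GST-NR2E3 and biotin-RetCOR proteins; read-out basis: percent inhibition of TR-FRET ratio; timing: 5 h incubation at 4 °C; detection: time-resolved FRET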
HIF-2a inh: HIF-2a inhibition; 786-0 RCC cells HIF-2a reporter, luciferase luminescence, overnight; hit rate 0.72% among 360,000; inhibition, % at 18.8 µM; AID 624352;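 active means inhibition of the luminescence signal of 40% or more relative to plate controls, in a single-dose primary screen at 18.75 µM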
LMP1 NFkB inh: Epstein-Barr LMP1 NF-kappaB reporter inhibition; hit rate 0.69% among 350,000; LMP1-induced NF-kappaB luciferase reporter cells, luminescence; inhibition, % at 12.5 µM; in the data active means inhibition above about 41%;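 further: 0% = neutral control wells and 100% = reference inhibitor control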
CF NFkB block: cystic fibrosis NF-kB activation inhibition; AID 588850; KKLEB NF-kB-GFP reporter, PAF-induced, GFP fluorescence overnight; inhibition, % at 5 µM; hit rate 0.86% among 360,000;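 active means at least 50% inhibition at 5 µM, scaled per plate between neutral and stimulator controls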;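 further: PAF is a Pseudomonas aeruginosa culture filtrate used as stimulus; plate controls were PAF-stimulated DMSO wells for no effect and unstimulated DMSO wells for full effect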
NR2E3 ag-2: human photoreceptor-specific nuclear receptor agonism | Q9Y5X4 | CHO-S Gal4-NCOR/VP16-NR2E3 two-hybrid, luciferase | inhibition of corepressor binding, % at 3.98 µM | hit rate 0.35% among 360,000 | AID 602229;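 active means inhibition above the mean of all tested compounds plus 3 SD, cut at about 70% in these data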;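 further: 0% = DMSO with NR2E3 transfected cells and 100% = cells lacking NR2E3 construct; higher means lower luciferase signal from less NR2E3 corepressor binding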
MITF TRPM1 inh: inhibitors of MITF-driven TRPM1 promoter in melanoma cells | SK-MEL-5 TRPM1 promoter luciferase, 24 h | inhibition, % at 12.5 µM | hit rate 0.83% among 330,000;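 active means mean inhibition across replicates of 60% or more, whatever share of single replicates reaches that level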; further: values of inactives mirror those of a sister screen read the other way
Shn3 3UTR inh: Schnurri-3 reporter inhibition in Clone20 osteoblasts; hit rate 0.52% among 360,000; AID 588674; Clone20 osteoblast Shn3 3'UTR firefly luciferase, 24 h; inhibition, % at 12.5 µM;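 active means mean inhibition of at least 75% with every replicate also reaching 75%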;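 further: 0% = median of neutral control wells and 100% = pilot-screen positive control compound; some compounds past the cut are filed as inactive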
Peg3 promoter: Peg3 promoter activity inhibition; hit rate 1.7% among 360,000; inhibition, % at 20 µM; HeLa PEG-Prom luciferase reporter, luminescence, overnight;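 active means inhibition of at least 50% at 20 µM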
KKLEB tox: counter-screen for CF NF-kB inhibitors: cytotoxicity. KKLEB CF airway cells viability, ATPlite luminescence, overnight; active compounds read low; cells stimulated with P. aeruginosa culture filtrate. activity change (cytotoxicity), % at 5 µM. hit rate 0.36% among 360,000. AID 602141;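 active means corrected activity change at or below -50% at 5 µM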
hiPSC survival: hiPSC single-cell survival enhancement; ATPlite luminescence; 100% = ROCK inhibitor wells, 0% = DMSO; survival enhancement, % at 20 µM; hit rate 0.044% among 360,000; AID 602274; in the data active means survival enhancement above about 18%;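 further: cells exposed to compounds for 16 hours before the ATP read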
* hit, by the source's call; · = no result given; & = joins results of further samples. Some of the compounds tested, so the mix of outcomes need not match the whole.

SMILES	C8 TRAIL sens	NR2E3 ag-1	HIF-2a inh	LMP1 NFkB inh	CF NFkB block	NR2E3 ag-2	MITF TRPM1 inh	Shn3 3UTR inh	Peg3 promoter	KKLEB tox	hiPSC survival
O=C(CC1Sc2ccccc2NC1=O)Nc1ccccc1[N+](=O)[O-] (stereo unspecified)	-13	-2	-16	13	2	9	6	-19	-18	6	-0.8
COc1ccc(C2C(C(=O)N3CCN(c4ccc(OC)cc4)CC3)c3ccccc3C(=O)N2C)cc1 (stereo unspecified)	35	5	16	-1	-12	-9	5	6	13	2	-0.4
Cc1ccc(-c2nnc(SCC(=O)NCCN3C(=O)CSC3=O)n2C)cc1	-3	3	-39	-2	-11	-10	-13	-4	-72	17	-0.3
O=C(Nc1ccc(F)c(Cl)c1)C1Cc2c(-c3cccc(F)c3)ccnc2O1 (stereo unspecified)	7	·	-12	·	-35	19	·	22	30	4	-2.3
CCN(CC)c1ccc2cc(C(=O)c3cccs3)c(=O)oc2c1	18	·	-328	·	-55	-85	·	-60	-296	5	1.8
CCCNC(=S)Nc1ccc(Br)cc1	-15	1	-44	-4	5	-9	5	32	-33	-3	-0.6
C/C(=N\NC(=O)c1ccc2c(c1)OCO2)c1ccc(NC(=O)CCCC(=O)O)cc1	-6	·	-32	-11	39	-49	-10	-16	5	-27	0.4
CC(=O)c1c(C)nn(C(C)CC(=O)O)c1C (stereo unspecified)	-4	-1	22	0	18	-5	1	2	9	-4	7.4
Cc1ccc(S(=O)(=O)N(C)C)cc1NC(=O)COC(=O)/C=C/c1cnc2ccccc2n1	-8	-1	-19	-22	9	-33	11	-19	-4	-14	-1.6
Cc1ccccc1NC(=S)Nc1ccccn1	6	0	-95	1	-14	-30	-6	3	-64	-5	0.8
CCN(CC)S(=O)(=O)c1ccc(Cl)c(C(=O)NC(C)C(c2cccs2)N2CCCC2)c1 (stereo unspecified)	-3	2	13	2	-19	2	6	22	9	8	0.2
Nc1cc(Nc2ccccc2)ccn1	3	-1	4	1	-9	-24	-2	10	-18	-24	-0.1
COc1ccc(-c2c(C)nn3c(-c4ccccc4)cc(C)nc23)cc1	-6	0	8	-16	-19	-7	·	-10	-2	13	3.2
S=c1cnc2ccccc2[nH]1	-5	-5	7	-1	16	14	16	7	-4	-16	-2.3
CCCNC(=O)CN(c1ccccc1)S(=O)(=O)c1ccc(OC)c(OC)c1	0	3	4	4	-4	-13	-1	-5	7	-2	0.3
COc1cc(NS(=O)(=O)c2cc(C)ccc2OC)c(OC)cc1Cl	11	-2	0	2	0	0	3	19	28	10	0.2
CCOc1ccc(N2CC(NS(=O)(=O)c3cccs3)CC2=O)cc1 (stereo unspecified)	12	-2	7	-9	12	14	8	7	9	-14	-0.4
CCOc1cccc(OCCCOc2cccc3cccnc23)c1	-4	2	-17	7	-2	-4	3	-13	-14	0	0.2
CCCCCCC1CC(C)(/C(C)=N/NC(N)=O)OC1=O (stereo unspecified)	0	3	11	2	-9	-7	2	-6	-3	-6	-0.3
COC(=O)c1cc(S(=O)(=O)Nc2cc(OC)cc(OC)c2)cn1C	-8	2	4	1	-5	14	·	5	13	-1	-2.2
COc1ccc(S(=O)(=O)Nc2ccccc2OC)cc1C	4	-1	10	-2	-9	-19	3	-12	9	5	1.6
O=C(CNC(=O)c1ccccc1)N/N=C/c1cccs1	-2	3	-20	4	4	-23	6	-12	-5	11	1.2
O=C(O)CCCC(=O)NCCCc1ccccc1	0	1	9	-7	-22	-10	11	1	18	2	1.0
C[C@@H](CN1C(=O)C(=O)NC[C@@H]1C)NC(=O)CC12CC3CC(CC(C3)C1)C2	-2	-1	14	2	2	-10	-5	-10	12	-4	3.3
O=C(COc1ccc(S(=O)(=O)NCc2ccccc2)cc1Cl)NCc1ccccn1	-5	1	10	-1	8	4	7	13	15	3	-0.1
Cc1ccc(NC(=O)COC(=O)C2CC2(Cl)Cl)cc1C (stereo unspecified)	3	-2	4	8	19	7	-3	-22	10	-16	-0.2
O=C(c1cc(COc2c(F)cccc2F)on1)N1CC[C@@H]2CCCC[C@H]2C1	-7	·	-207	-8	27	-66	·	-15	-155	-7	1.5
Cc1cnc(C(=O)OCC(=O)NCc2ccc(Cl)cc2)cn1	-10	·	8	-2	-13	-25	·	-16	0	17	0.2
COc1cc(NC(=O)c2cc(C)on2)cc(C(=O)Nc2cccc(C(F)(F)F)c2)c1	31&-6	-1	-2&-1	-5&2	17&-17	-16&14	18	28&5	19&15	-13&11	-0.8&-0.1
COc1ccc(/C=c2/sc3nc(-c4ccccc4)c(-c4ccccc4)n3c2=O)cc1	5	2	-2	4	3	-22	-6	7	-12	0	0.3
Cc1ccc(C(=O)/C=C/c2ccc(-c3ccc(C)cc3)o2)cc1	13	-2	20	-15	2	-10	-1	92*	74*	0	-0.1
O=C(Nc1cccc(OC(F)(F)F)c1)c1ccc(-c2cccnc2)c2ccoc12	18	·	-192	·	-14	-61	·	-11	-136	-3	4.4
Nc1nc2ccc(Br)cc2s1	-2	·	-107	-4	-3	-3	·	-2	-70	-1	1.1
CC(C)CC1(C)NC(=O)NC1=O (stereo unspecified)	-4	-2	6	0	1	-5	4	-11	9	-3	2.7
Cc1c(/C(O)=C2/C(=O)C(=O)N(CCN(C)C)C2c2ccc(C(C)C)cc2)cnn1-c1ccccc1 (stereo unspecified)	0	2	24	-7	2	-37	4	·	9	6	-0.6
O=S(=O)(c1cccc(C(F)(F)F)c1)N1CCN(c2ccccc2)CC1	-8	-1	8	-12	8	14	-6	-23	23	6	-1.2

Three compounds out of the list above, sorted by the number in HIF-2a inh, low to high.
molecule,NR2E3 ag-1,HIF-2a inh,LMP1 NFkB inh,CF NFkB block,NR2E3 ag-2,MITF TRPM1 inh,Shn3 3UTR inh,Peg3 promoter
O=C(c1cc(COc2c(F)cccc2F)on1)N1CC[C@@H]2CCCC[C@H]2C1,·,-207,-8,27,-66,·,-15,-155
CC(C)CC1(C)NC(=O)NC1=O (stereo unspecified),-2,6,0,1,-5,4,-11,9
Cc1ccc(C(=O)/C=C/c2ccc(-c3ccc(C)cc3)o2)cc1,-2,20,-15,2,-10,-1,92*,74*

Later entries.
SMILES	C8 TRAIL sens	NR2E3 ag-1	HIF-2a inh	LMP1 NFkB inh	CF NFkB block	NR2E3 ag-2	MITF TRPM1 inh	Shn3 3UTR inh	Peg3 promoter	KKLEB tox	hiPSC survival
Nc1nonc1-n1nnc(C(=O)N/N=C/c2ccoc2)c1CSc1ccccc1	0	0	13	3	-33	6	-11	12	2	8	0.2
CS(=O)(=O)c1ccc2nc(NC(=O)CN3CCC(Cc4ccccc4)CC3)sc2c1	-4	2	11	-1	4	-3	5	3	12	4	0.8
Cc1occc1C(=O)Nc1ccc(S(=O)(=O)N2CCN(C)CC2)cc1	-16	-2	4	-11	-9	-9	3	-11	2	-7	-3.9
COc1ccc(/C=N/N2CCN(c3ccc(Cl)cc3)CC2)cc1O	10	-1	-10	-19	-29	19	-8	4	-24	3	-0.7
Cc1ccc([C@@H]2C[C@H]3[C@@H](CN2S(=O)(=O)c2ccc(Cl)cc2)C(=O)C[C@@H](c2cccc(Cl)c2)N3S(=O)(=O)c2ccc(C)cc2)cc1	16	·	9	4	10	17	·	45	0	4	0.9
Cc1ccc(S(=O)(=O)NCC(=O)N(CC(=O)NCc2ccco2)Cc2ccc(F)cc2)cc1	-20	-1	-4	3	-4	10	13	-4	8	0	0.4
O=C(Nc1cccc2cccnc12)c1ccccc1Br	-28	-2	-78	-2	12	0	-13	-32	-47	-3	-0.6
COCCc1ncc(CN2CCC(C(=O)Nc3cccc(-c4cscn4)c3)CC2)cn1	-9	-4	6	12	-14	-12	11	22	12	-3	-0.5
CCOC(=O)/C(=N/Nc1ccc(OC)cc1)N1CCCc2ccccc21	21	-3	0	-11	-5	13	11	20	18	-7	-0.4
O=C(N/N=C\c1ccoc1)c1ccco1	-6	-2	-5	5	-14	-90	3	8	5	4	0.1
O=[N+]([O-])c1cccc(C(=Nc2ccccc2)NO)c1	-5	1	-60	4	0	-92	19	-2	-45	2	1.5
CCOC(=O)c1cnn(-c2cc(C)nc3c(-c4ccccc4)cnn23)c1N	-5	3	-31	-1	8	-12	-22	-11	-39	-4	-0.8
CC1CCCCN1C(=O)CSc1nc2ccccc2[nH]1 (stereo unspecified)	-4	3	-44	-15	-8	-29	-15	-1	-17	4	-0.7
O=C(CSc1ccccn1)Nc1cccc(NC(=O)CSc2ccccn2)n1	5	2	-61	-13	13	-7	-7	18	-24	-14	0.0
COc1ccc(OCC(=O)NS(=O)(=O)c2ccccc2)cc1	2	2	12	3	15	2	-11	2	8	0	-0.5
Cc1cc(C(C)(C)C)oc1C(=O)N(CC(=O)NC1CCCC1)c1c(C)cccc1C	-5	-2	6	15	15	11	10	-18	30	-9	-1.3
Cc1cc(C(C)(C)C)oc1C(=O)N(CC(=O)NC1CCCC1)Cc1ccccc1Cl	-3	1	-6	6	5	-3	6	18	7	3	-2.4
Cc1ccc(NC(=S)NNC(=S)NNc2ccccc2)cc1C	5	·	-148	-3	22	-32	·	-25	-246	-3	-2.9
Cc1ccccc1S(=O)(=O)Oc1ccccc1C(=O)Oc1ccccc1	-10	2	12	-4	13	0	-12	7	4	-8	-2.2
FC(F)Sc1ccc(NC(=S)NCc2ccccc2)cc1	4	1	-114	-3	-6	-7	-14	3	-47	-4	-0.5
Cc1cc(N/C=C\C(=O)c2ccc(Cl)c(Cl)c2)no1	-13	-1	-278	-16	-7	-37	-78	-54	-233	10	0.2
O=S(=O)(c1ccccc1)c1cnn(-c2ccccc2)c1-c1ccc(F)cc1	-7	0	13	5	-3	-5	-2	36	25	5	-0.3
Cc1cccc(N2CCN(C(=O)c3cccc(N4CCCC4=O)c3)CC2)c1C	19	2	5	5	20	-12	-4	-17	13	-7	-0.2
Cc1oc(-c2ccc(F)cc2)nc1CN(Cc1ccccn1)CC1CCCO1 (stereo unspecified)	-8	-1	3	-4	-9	23	8	-1	-8	10	-0.5
Nc1nnc2cc(Br)ccc2n1	-2	·	-21	4	28	-7	·	-7	3	-24	-2.7
Cc1onc(-c2ccccc2Cl)c1C(=O)NCCCN1CCOCC1	0	0	6	2	6	-13	6	-15	1	-16	-1.9
O=C(CCl)NN=C(c1ccccc1)c1ccccc1	24	2	7	-8	-14	-19	2	17	34	2	-1.9
Cc1cc(=O)[nH]c(N2CCCNCC2)n1	-23	-2	18	-1	5	4	-1	16	19	1	-0.2
COc1ccc(Br)cc1CN(C)C(=O)c1ccc2c(c1)NC(=O)C(C)S2 (stereo unspecified)	6	4	22	-4	-1	-28	8	9	23	-3	0.2
O=C(NNC(=O)c1ccc([N+](=O)[O-])o1)c1ccccc1	19	0	-6	0	12	34	28	4	9	-8	-1.7
COc1ccc(Cl)cc1C(=O)Nn1c(C)nc2ccccc2c1=O	4	2	4	11	5	-14	1	13	20	-8	-0.1
Cc1cc(C)c2nc(N3CCCN(C(=O)c4ccco4)CC3)c(C#N)cc2c1	-17	7	-3	0	7	-16	-2	-2	7	1	-2.2
Cc1cc(CNC(=O)COC(=O)C2CC3CCCC(C2)C3=O)cc(C)c1O (stereo unspecified)	-8	·	6	-2	-13	-13	3	-12	18	-2	1.1

Source: PubChem BioAssay (several laboratories)
